From PubChem BioAssay
Exocytosis inh: lytic granule exocytosis inhibition. TALL-104 LAMP-1 surface exposure, flow cytometry; cells stimulated with thapsigargin and PMA. inhibition, % at 10 µM. AID 651702. 360,000 tested, 0.66% active;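 active means inhibition above about 55%, limit read from the data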
NR2E3 ag-1: human photoreceptor-specific nuclear receptor agonism; Q9Y5X4; CHO-S Gal4-NCOR/VP16-NR2E3 two-hybrid, luciferase; inhibition of corepressor binding, % at 3.98 µM; 360,000 tested, 0.35% active; AID 602229;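 active means inhibition above the mean of all tested compounds plus 3 SD, cut at about 70% in these data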;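 further: 0% = DMSO with NR2E3 transfected cells and 100% = cells lacking NR2E3 construct; higher means lower luciferase signal from less NR2E3 corepressor binding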
Target sequence (Q9Y5X4 whole entry, looked up, the tested form may be a part): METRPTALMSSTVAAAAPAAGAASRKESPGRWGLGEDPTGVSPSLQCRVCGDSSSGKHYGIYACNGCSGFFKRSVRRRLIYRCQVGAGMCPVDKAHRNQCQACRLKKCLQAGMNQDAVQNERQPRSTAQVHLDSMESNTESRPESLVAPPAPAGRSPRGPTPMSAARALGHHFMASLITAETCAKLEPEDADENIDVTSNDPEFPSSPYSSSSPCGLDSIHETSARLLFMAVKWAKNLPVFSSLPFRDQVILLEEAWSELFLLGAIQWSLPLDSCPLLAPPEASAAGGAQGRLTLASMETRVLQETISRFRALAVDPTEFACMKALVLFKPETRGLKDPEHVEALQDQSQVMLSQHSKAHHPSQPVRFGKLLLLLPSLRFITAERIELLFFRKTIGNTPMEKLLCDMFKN
HIF-2a block: inhibitors of HIF-2a. 786-0 RCC cells HIF-2a reporter, luciferase luminescence, overnight. inhibition, % at 18.8 µM. 360,000 tested, 0.72% active;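 active means inhibition of the luminescence signal of 40% or more relative to plate controls, in a single-dose primary screen at 18.75 µM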
Peg3 prom inh: reduces Peg3 promoter-driven luciferase expression in HeLa; HeLa PEG-Prom luciferase reporter, luminescence, overnight; AID 588405; 360,000 tested, 1.7% active; inhibition, % at 20 µM;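 active means inhibition of at least 50% at 20 µM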
CaV13 ICDI inh: Disruptors of the CACNA1D IQ motif to Ca2+-dependent inactivation inhibitor domain association, primary screening, Förster resonance energy transfer in intact living …. inhibition, % at 12.3 µM. HEK cells, CFP/YFP FRET ICDI-IQ, plate reader, 10 min; percent FRET-ratio fall versus neutral wells. AID 743397. 340,000 tested, 0.098% active;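 active means mean replicate inhibition of at least 30% and at least 1% of replicates passing that level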;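 further: 0% = median of the neutral control wells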
aDG glyco up: alpha-DG glycosylation activation; AID 624168; Pro5-aDG cells, alpha-DG glycosylation AlphaScreen (IIH6); 0% Pro5, 100% B10-LARGE cell signal; 360,000 tested, 0.22% active; activation, % at 10 µM;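 active means activation of at least 8% versus controls, or a plate z-score of at least 8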;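 further: Pro5 are CHO cells carrying HIG-tagged alpha-DG that lacks glycosylation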
PDI inh: PDI (human) enzyme inhibition; P07237; PDI insulin aggregation turbidity, A650, 90 min; inhibition, % at 10 µM; 350,000 tested, 0.052% active; AID 588391;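 active means mean inhibition across replicates of 30% or more, whatever share of single replicates reach that level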;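 further: absorbance from insulin aggregation driven by PDI reduction with DTT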
Target sequence (P07237 whole entry, looked up): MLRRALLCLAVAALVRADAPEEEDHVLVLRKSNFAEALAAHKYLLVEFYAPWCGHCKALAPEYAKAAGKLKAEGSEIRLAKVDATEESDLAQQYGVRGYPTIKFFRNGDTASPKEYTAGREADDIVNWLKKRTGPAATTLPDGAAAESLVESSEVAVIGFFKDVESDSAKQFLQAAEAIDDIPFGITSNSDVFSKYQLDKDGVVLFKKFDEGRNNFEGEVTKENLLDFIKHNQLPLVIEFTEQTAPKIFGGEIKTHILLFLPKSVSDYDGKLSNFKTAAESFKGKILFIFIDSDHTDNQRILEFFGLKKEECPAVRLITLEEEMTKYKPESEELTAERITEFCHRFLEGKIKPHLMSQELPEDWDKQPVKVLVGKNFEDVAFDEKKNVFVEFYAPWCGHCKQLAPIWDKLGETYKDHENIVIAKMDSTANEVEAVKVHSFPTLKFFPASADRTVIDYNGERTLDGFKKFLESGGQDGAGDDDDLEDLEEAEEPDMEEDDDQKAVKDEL
TRPM1 prom inh: reduces MITF-dependent TRPM1 promoter luciferase signal; SK-MEL-5 TRPM1 promoter luciferase, 24 h; inhibition, % at 12.5 µM; 330,000 tested, 0.83% active;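 active means mean inhibition across replicates of 60% or more, whatever share of single replicates reaches that level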; further: values of inactives mirror those of a sister screen read the other way
iPSC survival up: increases survival of single human iPS cells; hiPSC single-cell survival, ATPlite luminescence; 100% = ROCK inhibitor wells, 0% = DMSO; survival enhancement, % at 20 µM; 360,000 tested, 0.044% active; AID 602274; in the data active means survival enhancement above about 18%;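 further: cells exposed to compounds for 16 hours before the ATP read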
NR2E3 ag-2: activates human photoreceptor nuclear receptor NR2E3. Q9Y5X4. GST-NR2E3/biotin-RetCOR TR-FRET, 1536-well. inhibition of corepressor binding, % at 4.78 µM. 320,000 tested, 0.12% active. AID 2300;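 active means percent inhibition above the cutoff of mean plus 3 SD of all tested compounds, set per screening campaign, cut at about 20% in these data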;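 further: 0% = DMSO wells and 100% = biotin wells as full block of FRET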
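Material: NR2E3–RetCOR corepressor complex | Quantity: 1.35 nM GST-tagged NR2E3 final | Schedule: 5 h at 4 °C | Replication: Singlicate compound wells | Reagent: RetCOR corepressor, biotinylated, 7 nM | Controls: Biotin wells as high control, 0.6% DMSO wells as low control | Signal: TR-FRET, Eu(K)-anti-GST donor, streptavidin-D2 acceptor, ex 340, em 617/671 nm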
Vif imaging: blocks HIV Vif function; AID 602346; 340,000 tested, 0.35% active; inhibition, % at 7.49 µM; HEK293T cells, Vif self-association by quenched fluorescence, imaging, 24 h; in the data active means inhibition above about 50%, passing the limit was not always enough; further: some results filed as inactive read as strong as hits
* = called active by the depositor. An unsorted share of the library; 3.5% or so of the library scored in one or more.

Results for COc1cc(C)c(Cl)cc1S(=O)(=O)N(C)C ?
Exocytosis inh: -2; NR2E3 ag-1: -7; HIF-2a block: 19; Peg3 prom inh: 4; CaV13 ICDI inh: -5; aDG glyco up: 0.4; PDI inh: -3; TRPM1 prom inh: 10; iPSC survival up: 4.5; NR2E3 ag-2: 2; Vif imaging: -2

How did Cc1ccc(NC(=O)c2cccs2)cc1NC(=O)c1ccccc1Cl do in these assays?
Exocytosis inh: -8; NR2E3 ag-1: -5; HIF-2a block: 2; Peg3 prom inh: -8; CaV13 ICDI inh: -15; aDG glyco up: 0.1; PDI inh: 6; TRPM1 prom inh: -10; iPSC survival up: -0.1; NR2E3 ag-2: 4; Vif imaging: 3

What do the screens show for `CCCCn1c(N)c(N(CC(C)C)C(=O)c2ccc(S(=O)(=O)N3CCCCC3)cc2)c(=O)[nH]c1=O`?
Exocytosis inh: -1; NR2E3 ag-1: -5; HIF-2a block: 12; Peg3 prom inh: 16; CaV13 ICDI inh: -14; aDG glyco up: -0.1; PDI inh: 2; TRPM1 prom inh: -6; iPSC survival up: -0.3; NR2E3 ag-2: -5; Vif imaging: 4

What do the screens show for `C=CC[C@@H](CC(=O)N(CCO)Cc1ccccc1)C(=O)NC[C@@H](OC(=O)[C@@H](CC=C)CC(=O)OC(C)(C)C)c1ccccc1`?
Exocytosis inh: -6; NR2E3 ag-1: 18; HIF-2a block: 0; Peg3 prom inh: 20; CaV13 ICDI inh: -5; aDG glyco up: 0.1; PDI inh: -1; TRPM1 prom inh: 4; iPSC survival up: -2.5; Vif imaging: -19

What do the screens show for `COc1ccc(NC(=O)Cn2ncn3nc(-c4ccc(OC)cc4)cc3c2=O)cc1`?
Exocytosis inh: -2; NR2E3 ag-1: -5; HIF-2a block: -16; Peg3 prom inh: -11; CaV13 ICDI inh: -3; aDG glyco up: -0.2; PDI inh: -7; TRPM1 prom inh: 6; iPSC survival up: -0.6; NR2E3 ag-2: -1; Vif imaging: -6

Results for CC(C)NS(=O)(=O)c1ccc(NC(=O)C2CCCCC2)cc1 ?
Exocytosis inh: 7; NR2E3 ag-1: -13; HIF-2a block: 14; Peg3 prom inh: 4; CaV13 ICDI inh: -9; aDG glyco up: -0.1; PDI inh: -8; TRPM1 prom inh: -14; iPSC survival up: -3.3; NR2E3 ag-2: 4; Vif imaging: -2

Results for O=C(COC(=O)c1ccc(O)cc1)NC1CCCCCCC1 ?
Exocytosis inh: 6; NR2E3 ag-1: 1; HIF-2a block: -17; Peg3 prom inh: -54; CaV13 ICDI inh: -12; aDG glyco up: -0.3; PDI inh: 6; iPSC survival up: -1.3

What do the screens show for `CC1CC(C)(C)NC(=S)N1CCC(=O)NCc1ccc(F)cc1` (configuration not stated)?
Exocytosis inh: -1; NR2E3 ag-1: 3; HIF-2a block: 16; Peg3 prom inh: -10; CaV13 ICDI inh: 5; aDG glyco up: -0.1; PDI inh: 5; TRPM1 prom inh: -4; iPSC survival up: 0.1; NR2E3 ag-2: 0; Vif imaging: -9

How did Cn1cccc1/C=N/NC(=O)c1ccco1 do in these assays?
Exocytosis inh: 1; NR2E3 ag-1: -65; HIF-2a block: -57; Peg3 prom inh: -47; CaV13 ICDI inh: -6; aDG glyco up: 0.0; PDI inh: 7; TRPM1 prom inh: -23; iPSC survival up: -0.4; NR2E3 ag-2: 4; Vif imaging: 7

How did O=C(Nc1ccc(Br)cc1)C1C2C=CC3(O2)C1C(=O)N(CCN1CCOCC1)C3C(=O)NC1CCCCC1 (configuration not stated) do in these assays?
Exocytosis inh: 1; NR2E3 ag-1: -14; HIF-2a block: 9; Peg3 prom inh: 17; CaV13 ICDI inh: -4; aDG glyco up: -0.1; PDI inh: -8; TRPM1 prom inh: 4; iPSC survival up: -0.1; NR2E3 ag-2: 7; Vif imaging: 19

What do the screens show for `COC(=O)c1[nH]c(C)c(/C(O)=C2\C(=O)C(=O)N(CCN(C)C)C2c2cc(OC)ccc2OC)c1C` (configuration not stated)?
Exocytosis inh: 0; NR2E3 ag-1: -18; HIF-2a block: 14; Peg3 prom inh: 10; aDG glyco up: 0.1; PDI inh: 5; TRPM1 prom inh: -3; iPSC survival up: 0.2; NR2E3 ag-2: 3; Vif imaging: 23

Results for O=C(OCn1ncc(Cl)c(Cl)c1=O)c1ccc(C(F)(F)F)cc1 ?
Exocytosis inh: 44; NR2E3 ag-1: 22; HIF-2a block: 93*; Peg3 prom inh: 105*; CaV13 ICDI inh: -9; aDG glyco up: -0.4; PDI inh: 4; TRPM1 prom inh: 53; iPSC survival up: 1.2; Vif imaging: -2

What do the screens show for `COc1ccc(C2(CN(C(C)=O)C(C)=O)CCCC2)cc1OC`?
Exocytosis inh: 1; NR2E3 ag-1: -3; HIF-2a block: 11; Peg3 prom inh: 10; CaV13 ICDI inh: -5; aDG glyco up: 0.0; PDI inh: 8; TRPM1 prom inh: 7; iPSC survival up: -1.9; NR2E3 ag-2: 0; Vif imaging: 7

What do the screens show for `O=C(NCc1cccnc1)c1cc(C2CCCCN2C(=O)CCc2ccccc2)on1` (configuration not stated)?
Exocytosis inh: -2; NR2E3 ag-1: 19; HIF-2a block: 3; Peg3 prom inh: -5; CaV13 ICDI inh: -5; aDG glyco up: -0.1; PDI inh: 3; iPSC survival up: 4.7; Vif imaging: 0

Results for COc1ccc(-c2cn3cccnc3n2)cc1F ?
Exocytosis inh: -1; NR2E3 ag-1: -68; HIF-2a block: -151; Peg3 prom inh: -170; CaV13 ICDI inh: -5; aDG glyco up: -0.2; PDI inh: -4; TRPM1 prom inh: -45; iPSC survival up: -1.1; NR2E3 ag-2: 1; Vif imaging: 1

2 records drawn at random from the list so far, as already listed:
Results for CC(C)NS(=O)(=O)c1ccc(NC(=O)C2CCCCC2)cc1 ?
Exocytosis inh: 7; NR2E3 ag-1: -13; HIF-2a block: 14; Peg3 prom inh: 4; CaV13 ICDI inh: -9; aDG glyco up: -0.1; PDI inh: -8; TRPM1 prom inh: -14; iPSC survival up: -3.3; NR2E3 ag-2: 4; Vif imaging: -2

Results for O=C(COC(=O)c1ccc(O)cc1)NC1CCCCCCC1 ?
Exocytosis inh: 6; NR2E3 ag-1: 1; HIF-2a block: -17; Peg3 prom inh: -54; CaV13 ICDI inh: -12; aDG glyco up: -0.3; PDI inh: 6; iPSC survival up: -1.3

Other entries.
Results for COc1ccc(CCNC(=O)c2nnn(CC(=O)Nc3ccccc3)c2N)cc1OC ?
Exocytosis inh: 6; NR2E3 ag-1: -18; HIF-2a block: 13; Peg3 prom inh: 14; CaV13 ICDI inh: -1; aDG glyco up: 0.3; PDI inh: -4; TRPM1 prom inh: 7; iPSC survival up: 2.7; NR2E3 ag-2: 1; Vif imaging: 1

What do the screens show for `COc1ccccc1NC(=O)CN1CCN(CC(=O)Nc2cc(C)ccc2OC)CC1`?
Exocytosis inh: 16; NR2E3 ag-1: 29; HIF-2a block: 17; Peg3 prom inh: 14; CaV13 ICDI inh: -2; aDG glyco up: 0.7; PDI inh: 12; TRPM1 prom inh: 6; iPSC survival up: -0.7; Vif imaging: -12

Results for CCNC(=O)C1(C)CCN(C(=O)c2ccccc2OC)C1 (configuration not stated) ?
Exocytosis inh: 10; NR2E3 ag-1: 19; HIF-2a block: 11; Peg3 prom inh: -2; CaV13 ICDI inh: -10; aDG glyco up: -0.4; PDI inh: 4; iPSC survival up: -0.9; Vif imaging: -12

What do the screens show for `CC1CN(S(=O)(=O)c2cccc(C(=O)OCC(=O)Nc3ccc4c(c3)OCO4)c2)CC(C)O1` (configuration not stated)?
Exocytosis inh: 1; NR2E3 ag-1: -13; HIF-2a block: 9; Peg3 prom inh: 15; CaV13 ICDI inh: -4; aDG glyco up: 0.2; PDI inh: -2; TRPM1 prom inh: 12; iPSC survival up: -2.5; NR2E3 ag-2: 1; Vif imaging: 5

What do the screens show for `COc1ccccc1NS(=O)(=O)c1cc(NC(=O)c2ccncc2)ccc1N1CCCC1`?
Exocytosis inh: 1; NR2E3 ag-1: -1; HIF-2a block: 28; Peg3 prom inh: 13; CaV13 ICDI inh: -6; aDG glyco up: -0.2; PDI inh: -5; TRPM1 prom inh: 8; iPSC survival up: 0.5; NR2E3 ag-2: 5; Vif imaging: 1

How did COc1ccc(CCNC(=O)Nc2nc(CN)cs2)cc1OC do in these assays?
Exocytosis inh: -22; NR2E3 ag-1: 6; HIF-2a block: 3; Peg3 prom inh: 8; CaV13 ICDI inh: -5; aDG glyco up: -0.1; PDI inh: 12; iPSC survival up: 0.6; Vif imaging: -11

Results for CCn1c(Cc2cccs2)nnc1SCC(=O)Nc1ccc(OC)c(OC)c1 ?
Exocytosis inh: 4; NR2E3 ag-1: 1; HIF-2a block: 19; Peg3 prom inh: 8; CaV13 ICDI inh: -5; aDG glyco up: 0.4; PDI inh: -1; TRPM1 prom inh: 3; iPSC survival up: -2.2; NR2E3 ag-2: 2; Vif imaging: -10

How did CC1(C)CCCN(C(=O)c2coc(=O)c(Br)c2)C1 do in these assays?
Exocytosis inh: -1; NR2E3 ag-1: -26; HIF-2a block: -3; Peg3 prom inh: 25; CaV13 ICDI inh: -8; aDG glyco up: 0.2; PDI inh: 0; TRPM1 prom inh: 9; iPSC survival up: 0.3

What do the screens show for `C=CCNc1cnn(-c2ccccc2)c(=O)c1Cl`?
Exocytosis inh: 3; NR2E3 ag-1: -6; HIF-2a block: -53; Peg3 prom inh: -57; CaV13 ICDI inh: 2; aDG glyco up: -0.1; PDI inh: -6; TRPM1 prom inh: -21; iPSC survival up: -3.8; NR2E3 ag-2: -3; Vif imaging: -2

What do the screens show for `CC(C)N=C(Nc1cccnc1)c1ccccc1`?
Exocytosis inh: -17; NR2E3 ag-1: 0; HIF-2a block: 12; Peg3 prom inh: -3; CaV13 ICDI inh: -5; aDG glyco up: -0.2; PDI inh: -3; TRPM1 prom inh: -5; iPSC survival up: 0.6; NR2E3 ag-2: -1; Vif imaging: -7

How did C/C(CCc1oc2ccccc2c1-c1ccc(C)o1)=N/O do in these assays?
Exocytosis inh: 74*; NR2E3 ag-1: 1; HIF-2a block: 6; Peg3 prom inh: 5; CaV13 ICDI inh: -1; aDG glyco up: -0.1; PDI inh: -7; TRPM1 prom inh: -4; iPSC survival up: -0.7; NR2E3 ag-2: -3; Vif imaging: 46

Results for CC1=C(C(=O)N2CCOCC2)CC(CC(=O)NCC2CCCCC2)C(=O)N1Cc1ccccc1 (configuration not stated) ?
Exocytosis inh: 2; NR2E3 ag-1: -47; HIF-2a block: 8; Peg3 prom inh: -6; CaV13 ICDI inh: -5; aDG glyco up: 2.8; PDI inh: -1; iPSC survival up: -0.8; Vif imaging: 3

How did CN1CCCN(S(=O)(=O)c2cccc(Cl)c2Cl)CC1 do in these assays?
Exocytosis inh: 0; NR2E3 ag-1: -24; HIF-2a block: 6; Peg3 prom inh: 8; CaV13 ICDI inh: -1; aDG glyco up: 0.3; PDI inh: -5; TRPM1 prom inh: 3; iPSC survival up: -0.2; NR2E3 ag-2: 0; Vif imaging: 3
